Screening data deposited in PubChem by The Scripps Research Institute Molecular Screening Center.
GPR151 ag: activators of human GPR151; Q8TDV0; AID 1508602; PathHunter beta-arrestin GPR151 cells, luminescence; 650,000 tested, 1% active; activation, % at 11.2 µM; in the data active means activation above about 4.9%;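 further: 0% = median of compound wells and 100% = cells with positive control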
Target sequence (Q8TDV0 whole entry, looked up): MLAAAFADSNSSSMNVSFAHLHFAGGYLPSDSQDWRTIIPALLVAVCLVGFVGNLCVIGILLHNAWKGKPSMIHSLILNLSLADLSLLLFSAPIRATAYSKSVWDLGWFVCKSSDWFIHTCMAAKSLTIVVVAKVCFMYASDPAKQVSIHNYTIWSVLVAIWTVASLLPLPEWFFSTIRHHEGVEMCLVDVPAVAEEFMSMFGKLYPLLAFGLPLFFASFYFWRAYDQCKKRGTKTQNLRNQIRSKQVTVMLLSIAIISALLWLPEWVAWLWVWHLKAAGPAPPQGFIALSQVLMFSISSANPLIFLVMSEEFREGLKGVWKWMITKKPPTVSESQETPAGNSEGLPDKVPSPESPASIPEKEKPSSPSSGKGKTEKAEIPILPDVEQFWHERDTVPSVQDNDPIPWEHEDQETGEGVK
FBW7 act: activators of human E3 ligase FBW7 | AlphaScreen FBW7–phospho-cyclin E peptide binding, activator screen | normalized activity (activation), % at 26.1 µM | Q969H0 | AID 1259310 | 650,000 tested, 0.13% active; in the data active means normalized activity above about 1.9%;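 further: purified mutant Fbw7 with reduced substrate affinity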
MITF primary: human MITF inhibition, primary screen | O75030 | 650,000 tested, 0.91% active | AlphaScreen MITF homodimerization, bead proximity signal | inhibition, % at 2.6 µM; in the data active means inhibition above about 50%;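 further: 0% = vehicle wells with protein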
Target sequence (O75030 whole entry, looked up): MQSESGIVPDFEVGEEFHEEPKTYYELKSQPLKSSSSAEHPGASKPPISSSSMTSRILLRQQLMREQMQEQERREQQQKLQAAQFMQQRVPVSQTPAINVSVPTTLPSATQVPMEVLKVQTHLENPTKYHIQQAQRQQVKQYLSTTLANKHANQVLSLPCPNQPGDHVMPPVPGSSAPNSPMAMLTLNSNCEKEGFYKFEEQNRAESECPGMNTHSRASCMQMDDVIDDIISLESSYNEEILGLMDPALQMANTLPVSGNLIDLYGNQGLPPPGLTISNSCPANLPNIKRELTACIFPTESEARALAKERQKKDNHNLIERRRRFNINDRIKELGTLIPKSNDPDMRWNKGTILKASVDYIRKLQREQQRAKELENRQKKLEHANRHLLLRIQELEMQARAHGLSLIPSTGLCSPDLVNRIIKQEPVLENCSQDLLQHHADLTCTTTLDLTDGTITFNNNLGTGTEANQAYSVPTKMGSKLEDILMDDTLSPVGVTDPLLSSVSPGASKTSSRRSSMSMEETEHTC
TEAD-YAP block: TEAD-YAP interaction inhibition. HEK-TIYL cells, TEAD-Gal4/YAP UAS-luciferase luminescence. inhibition, % at 9.12 µM. 640,000 tested, 1.4% active. AID 1259422; in the data active means inhibition above about 32%;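 further: 0% = median of test compound wells and 100% = reference inhibitor wells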
An asterisk follows results filed as active; . = no result given.

SMILES	GPR151 ag	FBW7 act	MITF primary	TEAD-YAP block
COC(=O)c1sc(S(=O)(=O)NCCC(=O)O)c(C(=O)OC)c1C	0.7	-0.1	3	1
Nc1nc(NC2CCN(Cc3ccccc3)CC2)nc2c1ncn2-c1ccsc1	-1.7	0.6	-1	2
Nc1nc2ncc(CNc3ccc(C(=O)O)cc3)nc2c(=O)[nH]1	3.6	0.2	3	13
CCCCOc1ccc(C2=N/C(=C\c3ccc(Br)cc3)C(=O)N2c2cccc3ccccc23)cc1	-0.3	0.0	-9	-5
Cc1ccc(C(=O)Nc2ccc(S(=O)(=O)c3ccc(NC(=O)c4ccc(C)c(C)c4)cc3)cc2)cc1C	-2.5	0.3	21	-4
O=[N+]([O-])c1c(Nc2ccccc2)ccc2nonc12	-0.4	0.0	7	1
COc1ccc(-c2cncc(C(=O)NCc3ccccc3)c2)cc1	-1.7	0.1	8	-2
O=C(/C=C/c1ccccc1)N/C(=C/c1ccccc1)C(=O)N1CCCCC1	-1.2	0.1	14	-1
CN(Cc1ccon1)Cc1ccccc1OCC(O)CN1CCc2ccccc2C1 (configuration not stated)	-1.9	0.1	12	12
c1ccc2c(OCCCN3CCNCC3)cccc2c1	0.0	-0.4	38	5
Cc1c(Cl)cccc1NC(=O)c1ncn(-c2ccccc2)n1	-0.6	0.1	5	6
COc1ccc(C2=NNc3nc4c(c(=O)[nH]c(=O)n4C)n3C2)cc1	-0.6	-0.1	-12	-7
CCOC(=O)C1=C(O)C(NCCOC)NCC1 (configuration not stated)	0.8	0.4	-1	-6
CN(C)CC(C)(O)c1ccc2c(c1)CN(Cc1cccn1-c1cccnc1)CCO2 (configuration not stated)	-0.7	-0.1	-2	-4
O=C(CN1N=C(c2ccccc2)CCC1=O)NCc1ccccn1	-0.4	-0.6	-10	-2
Cc1cc(NCCCN2CCCC2=O)nc(-c2cccs2)n1	2.1	0.2	6	-8
COc1ccc(CC(=O)N2CCc3c(nc(N4CC(C)OC(C)C4)[nH]c3=O)C2)cc1 (configuration not stated)	-0.4	0.0	-10	3
CCOC(=O)C1CCN(S(=O)(=O)c2ccc3c(c2)NC(=O)C(C)C(=O)N3)CC1 (configuration not stated)	1.2	0.0	10	-1
COC(=O)c1ccc(C2C(C(=O)OC3CCCCC3)=C(C)NC3=C2C(=O)CC(C)(C)C3)cc1 (configuration not stated)	1.5	-0.3	-3	-12
Oc1ccc(/C=N/NC2=NCCCCC2)cc1	0.3	0.4	9	5
Clc1ccc(NCn2nnc3ccccc32)cc1	-1.3	-0.1	-34	-5
COc1cc(/C=N\NC(=O)c2cc(C(C)(C)C)[nH]n2)cc(Cl)c1O	0.3	0.4	3	-10
CC1CCC(NC(=O)CN2CCC(O)(c3cccnc3)CC2)CC1 (configuration not stated)	-0.4	-0.1	5	-5
CC(C)(C)c1ccc(/C=C2/SC(N3CCCCC3)=NC2=O)cc1	0.4	0.2	12	-13
Cc1cc(C)c(C2=NON3N(C(=O)c4ccc(S(=O)(=O)N(C)C)cc4)c4ccccc4N23)c(C)c1	0.2	0.1	-13	12
O=C(NC1CCCCC1)c1ccc(CSc2ccc(Cl)cc2)cc1	0.5	0.0	-7	-4
O=C(CN(Cc1ccco1)C(=O)CCn1ncc2ccccc21)NC1CCCC1	0.1	0.2	0	6
O=C(c1ccc(Br)o1)N1CCN(c2ccccc2F)CC1	-0.3	-0.1	16	-4
O=C(NCC1Cc2cccc(-c3cccnc3)c2O1)c1cccc(N2CCNC2=O)c1 (configuration not stated)	-0.2	0.1	-4	7
Cc1cc2nc(-c3cccc(NC(=O)c4ccc(-c5ccccc5[N+](=O)[O-])o4)c3C)oc2cc1C	-0.3	0.1	-8	10
O=C(Nc1ccc(-c2ccncc2)c(F)c1)[C@H]1COc2ccccc2O1	-1.4	-0.3	1	-18
CCCOc1ccc(N2C(=O)CC(NCCc3ccc(Cl)cc3)C2=O)cc1 (configuration not stated)	-0.2	-0.1	-4	-11
CCOC(=O)C1CCCN(Cc2nnc(-c3ccccc3)o2)C1 (configuration not stated)	0.2	0.0	16	-7
O=C(CSc1nc2ccccc2c(=O)n1CCC(=O)N1CCCCC1)Nc1cccc(C(F)(F)F)c1	0.8	0.7	14	6
O=C(Nc1nc(-c2nc3ccccc3s2)cs1)c1cc(=O)c2ccccc2o1	2.0	0.0	-12	-56
O=C(Nc1ccc2c(c1)OCO2)C1CCN(c2ccc(Nc3ccc(-n4ccnc4)cc3)nn2)CC1	-0.6	-0.1	-10	-21
CCOC(=O)c1c(NC(=O)c2cccc(Cl)c2)sc(C(=O)Nc2ccc(OC)cc2)c1C	0.5	0.1	-13	10
CCN(CC)C(=O)CSc1ncccn1	-1.6	0.2	8	13
COc1ccccc1-n1cnc2cc(C(=O)NC3CCCCCC3)ccc21	-1.1	-0.1	-1	-13
CC(C)(C)c1ccc(C(=O)NCc2ccco2)cc1	-1.0	0.2	12	-44
CCCCNC(=O)CN1C(=O)NC2NC(=O)NC21 (configuration not stated)	2.9	0.1	2	6
Cc1ccc(N2NC3(CCCC3)NC2=S)cc1	-2.5	0.0	4	-51
N#Cc1c(N)nc(SCC(N)=O)c(C#N)c1-c1cccs1	-0.6	-0.1	11	-26
CN(Cc1ccc(C(=O)NCc2ccsc2)c(=O)[nH]1)CC1COCCO1 (configuration not stated)	1.8	-0.1	4	-7
COc1ccc(S(=O)(=O)NC(N)=NCCc2ccc(OC)c(OC)c2)cc1F	0.4	-0.2	-19	-2
FC(F)(F)COc1nc(N2CCCCC2)nc(N2CCN(c3ccccc3)CC2)n1	-0.5	0.0	-1	0
COc1cc(C(=O)Nc2cccnc2)cc(OC)c1OC	0.1	-0.2	-6	4
Cc1ccc2[nH]cc(CN(C)Cc3c(C(=O)N4CCOCC4)nc4c(C)cccn34)c2c1	0.8	0.1	13	-6
CCc1ccc(S(=O)(=O)N2CCN(c3ccccc3)CC2)cc1	-0.2	-0.1	6	6
Cc1nn2cc(-c3[nH]ncc3[N+](=O)[O-])cnc2c1C(=O)O	1.4	0.0	10	5
O=C(CSCc1c(F)cccc1Cl)Nc1cccnc1	-0.4	-0.1	0	-12
Fc1ccccc1N1CCN(Cc2nnnn2Cc2ccco2)CC1	1.2	0.0	-7	-3
O=C1NCCN1CCN1CCC(c2cn(-c3ccc(F)cc3)c3ccc(Cl)cc23)CC1	0.2	-0.1	-11	.
CC(=O)C1=C(c2ccc(Br)cc2)N(C(C)=O)n2c(C)nnc2S1	-1.3	-0.1	-26	27
CC(C)[C@@H]1NC(=O)[C@@H]2C[C@H](NCc3cccs3)CN2C1=O	0.6	-0.2	-3	-7
COC(=O)c1ccc(C=Nc2ccc3c(c2)OCCO3)cc1	-1.3	0.0	-8	62*
CN1CCN(C(=O)/C(=C\c2cccs2)NC(=O)c2cccs2)CC1	-1.4	0.0	-2	8
COc1ccc(OC)c(C2SCCN2S(=O)(=O)c2ccc(-c3ccccc3)cc2)c1 (configuration not stated)	-0.7	-0.1	-5	-6
N#Cc1cc2c(nc1SCC(=O)Nc1cccc(F)c1)CCC2	0.5	0.1	1	-15
CC/C=C\C/C=C\C/C=C\C/C=C\C/C=C\CCCC(=O)O	-0.4	.	20	.
(list continues)
SMILES	GPR151 ag	FBW7 act	MITF primary	TEAD-YAP block
CCOC(=O)c1ccc(CN(Cc2ccc(Br)cc2)S(=O)(=O)c2ccc(F)c(C(=O)Nc3cccc(Cl)c3C)c2)cc1	-0.2	0.4	-10	0
C=CCN(C(=O)c1cccc(N2C(=O)C3CC=CC(C)C3C2=O)c1)c1ccccc1 (configuration not stated)	-0.7	0.1	28	-2
CCCNc1ncnc2c1nc(Nc1ccc3ncccc3c1)n2C(C)C	-1.7	0.1	20	-8
CCOc1ccc2nc(SCC(=O)Nc3ccc(N4CCOCC4)cc3)c(C#N)cc2c1	0.7	0.7	6	17
N#Cc1c(-c2ccc(F)cc2)cc(-c2ccccc2)nc1SCc1ccc(Cl)c(Cl)c1	3.8	0.1	4	4
Cc1c(C(=O)N2CCCCC2)sc2nc(-c3cccc([N+](=O)[O-])c3)cn12	-0.6	0.2	0	-72
COC(=O)C1=C(C)N(C)C(C)=C(C(=O)OC)C1c1ccccc1F	-1.1	0.7	12	-6
Cc1c(Cl)cccc1NC(=O)c1ccc(Oc2cccc(C(F)(F)F)c2)c(S(=O)(=O)N2CCCC2)c1	0.7	0.2	10	12
CCOC(=O)CSCC(=O)NNC(=O)COc1ccc(Cl)cc1	-0.2	0.3	17	-2
CC1=CC(C)C2(COC(CN3CCCCC3)OC2)C(C)C1 (configuration not stated)	2.2	0.0	-3	11
C#CCN(Cc1nc(NCCOC)c2cccc(C)c2n1)Cc1ccco1	-0.4	0.0	4	7
CC(=O)Oc1ccc(C(=O)Nc2ccc(F)cc2)cc1	-5.3	0.6	1	-24
COc1ccc(/C=N/Nc2nc(-c3ccc(OC)c(OC)c3)cs2)cc1	-0.6	0.0	13	-2
CCOCCCNS(=O)(=O)c1ccc(NS(=O)(=O)Cc2ccccc2)cc1	0.3	0.0	-24	4
O=C(COC(=O)c1ccc(C(=O)OCC(=O)c2ccc(Cl)c(Cl)c2)c(-c2ccccc2)c1)c1ccc(Cl)c(Cl)c1	0.7	0.0	8	9
COc1ccc(CCNc2nc(Nc3nc4ccccc4n3C)nc3c2ncn3C2CCCCC2)cc1	0.3	-0.3	4	9
N#Cc1c2c(c(N3CCN(Cc4ccc(F)cc4)CC3)n3c1nc1ccccc13)CCC2	0.6	0.1	-7	1
CCCCCCC1=NN(C(=O)C(=O)Nc2ccc(OC)cc2)C(O)(C(F)(F)F)C1 (configuration not stated)	1.0	0.1	-5	5
Cc1noc(C)c1-c1nc2ncnc(Nc3ccc(N4CCOCC4)cc3)c2[nH]1	-1.2	-0.3	13	33*
CC1CCC(NS(=O)(=O)c2ccc(S(=O)(=O)N(C)C3CCCCC3)cc2)CC1 (configuration not stated)	-0.2	-0.1	-6	10
Cc1ccc2c(CNCc3ccc(OC(C)C)cc3)c(C(=O)O)n(C)c2c1	1.5	-0.1	0	9
O=C(Nc1ccc(S(=O)(=O)Nc2nccs2)cc1)c1cc([N+](=O)[O-])ccc1Cl	0.0	0.0	-2	3
Cc1ccc(C(=O)Oc2ccccc2N2C(=O)C3C4C=CC(C4)C3C2=O)cc1 (configuration not stated)	-1.3	0.5	17	-2
CCc1ccccc1N(CC(=O)Nc1cc(C)ccc1C)S(C)(=O)=O	0.4	-0.1	1	-7
O=S(=O)(c1ccc2oc(Nc3cccc(F)c3)nc2c1)N1CCCCC1	0.0	-0.1	2	-18
CCc1c(C)c(C#N)c2nc3ccccc3n2c1N	-0.2	-0.2	13	5
C=CCN1C(=O)/C(=c2\sc3nc(-c4cccs4)nn3c2=O)c2ccccc21	0.0	-0.2	1	7
O=C(COC(=O)/C=C/c1ccc(Br)o1)NCCCN1CCCC1=O	3.0	0.1	-9	-9
O=C(COC(=O)C1CCN(S(=O)(=O)c2cccs2)CC1)c1c[nH]c2ccccc12	1.6	0.1	8	4
Cc1ccc(S(=O)(=O)Nc2ccc(SC#N)cc2)cc1	-0.1	0.0	13	9
C=CCc1cc(Cl)ccc1OCCCN1CCN(CC)CC1	-1.6	0.1	81*	11
O=S(=O)(/C=C/c1ccccc1)Nc1nccnc1-c1ccc(CNCc2ccco2)cc1	-0.4	0.1	13	5
CN(C)CCCOc1ccccc1-c1ccccc1	0.3	0.0	53*	6
Cc1cc(=O)[nH]c(NC2CCN(CC(=O)Nc3ccc4c(c3)OCCO4)CC2)n1	1.2	0.1	-9	7
CCc1ccc(OCC(=O)Nc2ccc(N3CCN(C)CC3)cc2)cc1	-0.3	-0.2	-1	-5
CC1CCN(C(=O)CC(=O)Nc2ccc3nc4n(c(=O)c3c2)CCCCC4)CC1	0.8	0.1	5	5
Cc1ccc(C)c(CSc2nc(C)nc3c2c(=O)n(C)c(=O)n3C)c1	1.6	-0.1	-19	2
Cc1cc(Cl)ccc1OCC(=O)Nc1ccccc1C(F)(F)F	-0.1	0.2	-3	-5
N/C(=N\OC(=O)COc1ccc([N+](=O)[O-])cc1)c1ccc(Br)cc1	-0.1	-0.2	-8	1
Cc1ccc(C)c(N2CC(=O)N(c3cc(C)ccc3C)CC2=O)c1	-0.4	0.3	11	4
COc1ccc(-c2nc(NCCO)c3ncn(C4CCCCC4)c3n2)cn1	0.1	0.3	12	3
O=C(N/N=C/c1cc([N+](=O)[O-])cc(Br)c1O)c1ccc2c(c1)OCCO2	-0.3	0.0	17	-5

3 of the compounds above, as comma-separated lines.
structure,GPR151 ag,FBW7 act,MITF primary,TEAD-YAP block
O=S(=O)(/C=C/c1ccccc1)Nc1nccnc1-c1ccc(CNCc2ccco2)cc1,-0.4,0.1,13,5
CN(C)CCCOc1ccccc1-c1ccccc1,0.3,0.0,53*,6
Cc1cc(=O)[nH]c(NC2CCN(CC(=O)Nc3ccc4c(c3)OCCO4)CC2)n1,1.2,0.1,-9,7

Individual results from above:
FBW7 act, O=C(COC(=O)C1CCN(S(=O)(=O)c2cccs2)CC1)c1c[nH]c2ccccc12 = 0.1
GPR151 ag, Cc1ccc2c(CNCc3ccc(OC(C)C)cc3)c(C(=O)O)n(C)c2c1 = 1.5
MITF primary, COc1ccc(-c2nc(NCCO)c3ncn(C4CCCCC4)c3n2)cn1 = 12
GPR151 ag, Cc1cc(=O)[nH]c(NC2CCN(CC(=O)Nc3ccc4c(c3)OCCO4)CC2)n1 = 1.2

Laid out differently: entries from further up
| SMILES | GPR151 ag | FBW7 act | MITF primary | TEAD-YAP block |
| --- | --- | --- | --- | --- |
| COc1ccc(-c2nc(NCCO)c3ncn(C4CCCCC4)c3n2)cn1 | 0.1 | 0.3 | 12 | 3 |
| O=S(=O)(/C=C/c1ccccc1)Nc1nccnc1-c1ccc(CNCc2ccco2)cc1 | -0.4 | 0.1 | 13 | 5 |
| Cc1ccc(S(=O)(=O)Nc2ccc(SC#N)cc2)cc1 | -0.1 | 0.0 | 13 | 9 |

Rows were taken by chance (roughly 3.4% active in at least one column).
